# CCT modulator: cytosolic chaperonin activity modulation | activity change, % (concentration not given with the values), hits read low | 360,000 compounds, 0.3% hits | purified chaperonin ATPase assay, HTRF ADP detection, 30 min; in the data active = activity change below about -30%; also: % is scaled to controls: 0 for no effect and ±100 for the full control effect
#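 We incubate TRiC, 40 or 20 nM final, with library compounds at 76 uM and 10 uM ATP for 30 min at 37 °C. ADP formed is detected with Transcreener HTRF reagents after 30 min at room temperature.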
# IL2 activator: activators of IL-2 | IL-2 activation reporter assay, cell-based qHTS; stimulated with anti-CD3/CD4/CD28 beads; in transgenic mouse T cells | activation, % (series mostly up to about 46 µM) | 360,000 compounds, 0.065% hits | AID 652025; in the data active = activation above about 50%; inconclusive = mostly about 30% to 49%; also: 0% is about no effect
#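 Readout is EGFP and DsRed signal by fluorescent plate cytometry after 18 h at 37 degrees C. Transgenic mouse T cells (750/well) received compound for 60 min before bead stimulation (anti-CD3, anti-CD4, anti-CD28); memory T cells served as non-tolerant control.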
# PI5P4Ka inh: inhibitors of human PI5P4K alpha | PI5P4Kalpha enzyme, ADP-Glo luminescence, 60 min; hits give low values | max response, % | 330,000 compounds, 1.2% hits; active = max response of -50% or lower; inconclusive = between -30% and -50%; inactive = -30% or higher; also: value at the top dose of about 77 µM; % is scaled to controls: 0 for no effect and ±100 for the full control effect
#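 PI5P4Kalpha ADP-Glo assay; 5 microM ATP final; 60 min RT reaction; HEPES pH 7.4/EGTA/CHAPS, 5% DMSO; controls lacking substrate or enzyme; luminescent end-point.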
# EPAC2 ag: agonists of human EPAC2 (RAPGEF4). Potency, µM (titrated, usually from 154 µM), for inactives: at the highest dose activation, hits mostly activators. EPAC2 activation, biochemical qHTS; response scale: 100% = 6.5 mM cAMP response. 360,000 compounds, 0.079% hits. Q8WZA2; also: potency is read from the fitted curve at half-maximal effect; nearly all actives have a fitted effect of over 50% in size
#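 Readout is BODIPY fluorescence (480 nm excitation, 540 nm emission), which falls as labeled GDP is exchanged off Rap1B. EPAC2 at 100 nM acted on 250 nM RAP1B-BODIPY-GDP with 50 uM GDP present.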
# EPAC1 antagonist: EPAC1 (human) antagonism. EPAC1 GEF assay, Rap1b-BODIPY-GDP exchange fluorescence. Potency, µM (titrated, usually from 115 µM), for inactives: at the highest dose activity change, negative = inhibition, most hits filed as inhibitors. 360,000 compounds, 0.14% hits. AID 720709;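 also: potency is read from the fitted curve at half-maximal effect; plate controls were vehicle for no effect and positive control for full effect; nearly all actives have a fitted effect of over 50% in size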
# EPAC1 agonist: activates human EPAC1 exchange factor; EPAC1 agonist qHTS, biochemical assay; response scale: 100% = response to 6.5 mM cAMP; Potency, µM (titrated, usually from 154 µM), for inactives: at the top dose activation, actives largely listed as activators; 360,000 compounds, 0.073% hits; also: potency is read from the fitted curve at half-maximal effect; nearly all actives have a fitted effect of over 60% in size
#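 Fluorescent GDP-exchange assay: 100 nM EPAC1 with 250 nM Rap1B preloaded with BODIPY-GDP and 50 uM GDP; compounds tested as concentration series, 5 min at room temperature, then read every 5 min for 30 min (ex 480/em 540 nm); normalized to 6.5 mM cAMP.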
# PLK1 PBD inh: PLK1 (human) polo-box domain binding inhibition; Potency, µM, without a hit: max response, negative = inhibition, hits mostly inhibitors; P53350; 360,000 compounds, 2.8% hits; Plk1 PBD binding of FITC phosphopeptide, fluorescence polarization; also: potency is read from the fitted curve at half-maximal effect; series mostly up to about 57 µM; % is scaled to controls: 0 for no effect and ±100 for the full control effect; nearly all actives have a fitted effect of over 65% in size
# WRN helicase inh: inhibitors of human WRN helicase | 360,000 compounds, 0.46% hits | Q14191 | WRN helicase unwinding, fluorescent forked duplex, kinetic | Potency, µM (doses to about 114 µM), inactives show top-dose activity change, negative = inhibition, most hits filed as inhibitors; also: potency is read from the fitted curve at half-maximal effect; % is scaled to controls: 0 for no effect and ±100 for the full control effect; nearly all actives have a fitted effect of over 55% in size
#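 Fluorescence dequenching readout, ex 525 nm/em 598 nm, kinetic mode: forked duplex DNA (100 nM final) with adjacent fluorophore and quencher unwound by WRN (20 nM final) with 2 mM ATP. Compound preincubation 15 min, room temperature.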
# Starred values were filed as active, the others as inactive; ? = inconclusive; . = not tested or not shown; [ ] = remark or other dose. Unless noted, calls follow the shape of the dose curve; as a rule, active = well fitted curve in the direction sought with a large enough effect; inconclusive = small, poorly fitted or top-dose-only effect, or another doubt; inactive = no such curve, though single readings can be large; an effect the other way counts as inactive or inconclusive. These rows are one share of the data (hit frequency here may not be typical).
no.	structure	EPAC1 antagonist	PLK1 PBD inh	EPAC1 agonist	PI5P4Ka inh	CCT modulator	IL2 activator	EPAC2 ag	WRN helicase inh
1	O=C(NCCCCCCNC(=O)OCCO)OCCO	11%	-9%	9%	-3	4.0	0.2	7%	-3%
2	O=S(=O)(c1ccc(Cl)cc1)N1CCN(c2nc(-c3cccs3)nc3ccccc23)CC1	-11%	2%	2%	7	0.4	0.2	13%	0%
3	COc1ccc(CCNC(=O)CCc2ccc(OC)cc2)cc1	5%	-4%	4%	-10	-0.4	-2.6	7%	2%
4	CC1(C)CC(=O)C(C=NCCc2ccc(S(N)(=O)=O)cc2)=C(O)C1	4%	4%	4%	0	-2.8	0.1	6%	-8%
5	C=CCSc1nc2[nH]ncc2c(=O)[nH]1	-22%	30µM*	6%	-8	1.0	0.0	6%	-4%
6	CSc1nc(Oc2ccc(C)cc2)cc(C(F)(F)F)n1	-3%	1%	-1%	1	-0.9	0.8	-5%	-7%
7	COc1ccc(-c2nnc(NC(=O)CSc3ccc(Cl)cc3)s2)cc1OC	15%	1%	-2%	5	-3.0	-0.7	0%	-13%[57.1 µM]
8	CC(=O)Nc1ccccc1N(CC(O)Cn1c2ccccc2c2ccccc21)S(=O)(=O)c1ccc(C)cc1 (configuration not stated)	-14%	-2%	4%	14	-0.9	-4.2	0%	-7%
9	COc1ccc(C)cc1NC(=O)CSc1nc2ccccc2nc1N1CCCC1	-7%	-19%	14%	-4	-2.5	-4.1	4%	1%
10	CCN1CC(c2ccccc2)C(c2ccc(Cl)cc2)=N1 (configuration not stated)	21%	2%	-3%	-4	-1.8	-1.0	2%	-14%[57.1 µM]
11	CCc1cccc(NC(=O)CSC2=NS(=O)(=O)c3ccccc32)c1	?	11µM*	-11%	-12	2.9	-3.8	3%	4%
12	O=C(N/N=C/c1ccco1)c1cc(-c2ccccc2)nc2ccccc12	?	-19%	11%	0	-1.6	-4.0	22%	0%
13	COc1ccc(S(=O)(=O)N(CC(=O)O)Cc2ccccc2)cc1OC	4%	3%	2%	.	-2.2	-1.9	12%	-10%
14	COc1ccc(-c2cc(C(F)(F)F)nc(N)n2)cc1	-2%	-9%	4%	1	-1.7	0.0	3%	2%
15	O=C(Nc1cccc(OC(F)(F)F)c1)c1ccc(Br)o1	-29%	-3%	17%	.	-0.5	-1.3	12%	-12%
16	O=C(Nc1ccccn1)C(F)(F)C(F)(F)C(F)(F)C(F)(F)C(=O)Nc1ccccn1	5%	-2%	0%	-2	-1.2	0.0	-5%	7%
17	Cn1nnnc1SCC(=O)Nc1cc(S(=O)(=O)N2CCCCC2)ccc1Cl	-10%	-1%	0%	6	-1.7	-0.5	11%	4%
18	Cc1ccc2[nH]c(=O)c(-c3noc(C(C)C)n3)cc2c1	2%	2%	-7%	2	-0.4	-2.8	0%	4%
19	CN1C(=O)N(CN2CCCCC2)C2C1N(C)C(=O)N2CN1CCCCC1 (configuration not stated)	0%	-8%	0%	3	-0.9	-0.1	8%	5%
20	O=C(c1ccc(Cn2ccc([N+](=O)[O-])n2)cc1)N1CCN(Cc2ccccc2)CC1	9%	-5%	6%	3	0.8	-0.1	3%	-20%

# Part of the list above in order of length of the SMILES, smallest number first.
no.	structure	EPAC1 antagonist	PLK1 PBD inh	EPAC1 agonist	PI5P4Ka inh	CCT modulator	IL2 activator	EPAC2 ag	WRN helicase inh
14	COc1ccc(-c2cc(C(F)(F)F)nc(N)n2)cc1	-2%	-9%	4%	1	-1.7	0.0	3%	2%
15	O=C(Nc1cccc(OC(F)(F)F)c1)c1ccc(Br)o1	-29%	-3%	17%	.	-0.5	-1.3	12%	-12%
18	Cc1ccc2[nH]c(=O)c(-c3noc(C(C)C)n3)cc2c1	2%	2%	-7%	2	-0.4	-2.8	0%	4%
13	COc1ccc(S(=O)(=O)N(CC(=O)O)Cc2ccccc2)cc1OC	4%	3%	2%	.	-2.2	-1.9	12%	-10%
12	O=C(N/N=C/c1ccco1)c1cc(-c2ccccc2)nc2ccccc12	?	-19%	11%	0	-1.6	-4.0	22%	0%
19	CN1C(=O)N(CN2CCCCC2)C2C1N(C)C(=O)N2CN1CCCCC1 (configuration not stated)	0%	-8%	0%	3	-0.9	-0.1	8%	5%
17	Cn1nnnc1SCC(=O)Nc1cc(S(=O)(=O)N2CCCCC2)ccc1Cl	-10%	-1%	0%	6	-1.7	-0.5	11%	4%
20	O=C(c1ccc(Cn2ccc([N+](=O)[O-])n2)cc1)N1CCN(Cc2ccccc2)CC1	9%	-5%	6%	3	0.8	-0.1	3%	-20%

# (further entries)
no.	structure	EPAC1 antagonist	PLK1 PBD inh	EPAC1 agonist	PI5P4Ka inh	CCT modulator	IL2 activator	EPAC2 ag	WRN helicase inh
21	CC(C)(C)NC(=O)C(c1ccc(O)cc1)N(Cc1ccc2c(c1)OCO2)C(=O)CCl (configuration not stated)	16%	-2%	3%	-2	-1.0	0.5	-8%	-3%
22	COc1ccccc1CNC(=O)CSC(=S)N1CCCC1	-5%	?	4%	7	-2.2	-1.5	6%	-7%
23	CC1CN(C=O)CC(C)N1CCN1C(C)CN(C=O)CC1C (configuration not stated)	1%	-3%	7%	24	0.4	-1.9	4%	-16%
24	CCOc1cc(C2C(C(=O)N3CCCCC3)=C(C)NC3=C2C(=O)CC(C)(C)C3)ccc1O (configuration not stated)	0%	-4%	10%	.	-0.2	-1.0	13%	0%
25	C=CCSC(=S)Nc1c(C)n(C)n(-c2ccccc2)c1=O	5%	-10%	1%	4	-1.4	3.6	1%	-3%
26	Cc1cc(N)c(NC2=CC(=O)CC(C)(C)C2)cc1C	0%	-5%	-8%	-2	-2.0	2.0	-1%	1%
27	Nc1c(-c2ccc(Cl)cc2)cnn1-c1ccccc1	1%	7%	-6%	-6	-0.2	-3.1	-1%	-8%
28	COc1ccc(C2N(S(=O)(=O)c3ccc(C)cc3)CCN2S(=O)(=O)c2ccc(C)cc2)cc1	1%	-3%	13%	2	-2.3	-1.6	7%	-9%
29	CNC(=O)CN(c1cc(OCCOC)c(Cl)cc1Cl)S(=O)(=O)c1ccccc1	11%	-6%	-4%	-2	3.4	0.6	-4%	-4%
30	CCC(=O)Nc1nnc(-c2ccc(OC)cc2)o1	12%	-3%	-19%	1	0.6	-1.0	7%	4%
31	COCc1c(C(=O)OCC(=O)c2c(N)n(CC(C)C)c(=O)n(C)c2=O)oc2ccccc12	3%	1%	12%	.	0.9	-2.7	12%	-1%
32	CCCC(C(=O)Nc1ccc(S(=O)(=O)N2CCCC2)cc1)c1ccccc1 (configuration not stated)	-12%	-2%	9%	-4	0.2	2.1	8%	-4%
33	COc1ccc(/C=C2\SC(=O)N(CCC(=O)N(C)C3CCS(=O)(=O)C3)C2=O)cc1 (configuration not stated)	-4%	-3%	-10%	1	2.3	-0.8	-1%	-2%
34	C/C=C/C1=CC(=O)C[C@H](c2ccc(OC)c(OC)c2)C1	-17%	-7%	15%	6	2.2	-0.2	4%	-3%
35	CCCc1n(CC(O)COC2CCCCC2)c2ccccc2[n+]1C (configuration not stated)	12%	-12%	1%	0	-0.5	-0.6	-3%	-3%
36	O=C1/C(=C/c2ccccc2O)SC(=S)N1Cc1cccnc1	1%	?	14%	-51*	-0.1	-0.4	4%	-3%
37	O=c1[nH]c2cc([N+](=O)[O-])cc(Cl)c2c2ccccc12	10%	5%	-23%	-22	-14	-1.5	-1%	8%
38	COC(=O)C1CCN(C(=O)COC(=O)CSc2ccc(C(N)=O)cc2[N+](=O)[O-])CC1	11%	-5%	-5%	2	-2.0	-0.1	3%	-1%
39	COc1ccc(C(C(=O)NCC2CCCO2)N(C(=O)c2snc(C(N)=O)c2N)c2ccc(C)cc2)cc1OC (configuration not stated)	-20%	3%	2%	-6	-0.3	0.1	-6%	5%
40	CS(=O)(=O)c1nc(S(=O)(=O)c2ccc(Cl)cc2)c(N2CCOCC2)s1	1%	-9%	3%	0	-1.0	1.0	-4%	-1%
41	COc1cc(CN(CC(C)C)S(=O)(=O)c2ccccc2Br)cc(OC)c1	-19%	-1%	-19%	21	-1.2	-0.3	9%	-7%
42	Cn1c(=O)[nH]c(=O)c2c1nc(CN1CCOCC1)n2CCCO	9%	0%	1%	.	-0.2	0.9	2%	10%
43	COc1cccc(C(=O)C2CCCN(C/C=C/c3ccccc3OC)C2)c1 (configuration not stated)	-29%	-5%	8%	0	-0.1	-0.5	9%	-7%[57.1 µM]
44	N#Cc1c(-c2ccccc2)c(-c2ccccc2)nn(CC(=O)NNC(=O)Nc2ccc(Cl)c(Cl)c2)c1=O	-1%	-1%	-11%	-13	-1.6	2.2	2%	-8%
45	CC(=O)Nc1ccc(C(=O)NNC(=O)c2cccc(C)c2)cc1	6%	-1%	1%	1	-5.2	-0.2	1%	-4%
46	Cc1cc(C)nc(NS(=O)(=O)c2ccc(N/C=C3\CCCC3=O)cc2)n1	-9%	-6%	8%	-9	-4.2	-1.3	-3%	-39%
47	CSc1ccccc1NS(=O)(=O)c1ccc2c(c1)OCCO2	0%	-6%	3%	.	-0.4	-4.5	8%	7%
48	COc1ccccc1NC(=O)c1nnn(Cc2ccccc2)c1NC(C)=O	-24%	-2%	0%	2	-2.6	1.5	1%	-3%
49	O=C(NCC(c1ccco1)N1CCc2ccccc2C1)c1ccc(Cl)c([N+](=O)[O-])c1 (configuration not stated)	6%	-11%	1%	-2	-1.0	-1.1	6%	3%
50	O=C(Nc1ccc2oc(-c3ccc4ccccc4c3)nc2c1)c1cccs1	7%	1%	-1%	-1	-1.0	0.0	8%	-14%
51	CCOC(=O)Cn1c(=O)oc2cc(S(=O)(=O)NCCC(C)C)ccc21	-16%	-9%	-4%	2	0.9	-0.8	2%	-22%
52	C=CCC[C@@H](Cc1ccc(F)cc1)C(=O)OC[C@@H](Cc1c[nH]c2ccccc12)NC(=O)[C@@H](CC=C)CC(=O)N(CCO)Cc1ccccc1	-18%	3%	-8%	5	-2.4	-0.9	-9%	-6%
53	O=C(Nc1ncc2c(n1)-c1ccccc1OC2)c1ccc(Cl)cc1	-7%	-5%	-7%	4	-4.2	0.6	-14%	0%

# Compound activity from PubChem.
